# High-throughput results as filed in PubChem.
# GPR55 activation = GPR55 agonists via beta-arrestin recruitment, primary screen, imaging, U2OS cells, beta-arrestin-GFP redistribution (AID 1961); U2OS GPR55 beta-arrestin-GFP redistribution imaging; higher % means a stronger effect; activation, % at 10 µM, or EC50 in µM where a hit was titrated; hit rate 0.048% among 290,000;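 active means activation above 40% with more than 50 cells counted in the well; inconclusive means wells holding fewer than 50 cells, flagged as toxic or sparse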;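 further: U2OS osteosarcoma cells stably expressing GPR55 and beta-arrestin-GFP; plate controls were DMSO negative control for no effect and LPI positive control for full effect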
# Rac1 GTP hydrolysis = MgcRacGAP GTPase-activating activity inhibitors, confirmation, biochemical, ADP Hunter fluorescence | inhibition, % at 30 µM, or IC50 in µM where a hit was titrated | AID 624330 | MgcRacGAP-stimulated Rac1 GTP hydrolysis, ADP Hunter fluorescence; higher % means a stronger effect; GST-tagged Rac1 F28L mutant substrate | hit rate 0.6% among 340,000;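 active means first-screen hits whose inhibition reached a set limit at any dose in the follow-up dose series; inconclusive means inhibition above the set first-screen limit but never retested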;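 further: fluorescence reports GDP produced by GAP-driven GTP hydrolysis; strong numbers were not always called active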
# Dengue-2 NS5 capping = flavivirus cap methylation enzyme inhibition – biochemical, confirmation dose response, primary screen (AID 588689) | Dengue-2 NS5 methyltransferase capping enzyme assay, biochemical; higher % means a stronger effect | one-dose inhibition, % at 25 µM; IC50 in µM for titrated hits | hit rate 0.3% among 340,000; in the data active means a potency from the dose series; inconclusive means inhibition above about 29% without an active follow-up result
# Yfh1-off respiration = enhancers of respiration in Yfh1-depleted yeast, dose response, Friedreich's ataxia, plus single-dose screen (AID 1465); S. cerevisiae Yfh1-off respiration, WST-1 reduction, 72 h; higher fold induction means a stronger effect; fold induction at 50 µM, or EC50 in µM where a hit was titrated; hit rate 0.074% among 220,000;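 active means fold induction of absorbance versus untreated yeast above a set limit, then at least 30% activation at any dose in follow-up; inconclusive means repeats straddling the limit, or above it without dose testing; inactive means fold induction below the set limit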;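 further: activators that raise dye reduction in frataxin-depleted yeast; strong numbers were not always called active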
# GPR55 LPI antagonism = GPR55 antagonists blocking LPI-driven arrestin recruitment, primary screen, imaging, U2OS, beta-arrestin-GFP, LPI agonist (AID 2013); U2OS GPR55 beta-arrestin-GFP translocation imaging, LPI antagonism; higher % means a stronger effect; inhibition, % at 10 µM; hits with a dose series show IC50 in µM; hit rate 0.13% among 290,000;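 active means spots per cell inhibited over 60%, with over 100 cells counted and total cytoplasm intensity under 500,000; inconclusive means wells with under 100 cells, flagged as likely toxic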;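 further: U2OS cells stably carrying GPR55 and arrestin-GFP stimulated by 5 µM LPI near EC80; imaged beta-arrestin-GFP aggregate spots per cell after agonist stimulation; plate controls were LPI-stimulated DMSO wells for no effect and DMSO wells without LPI for full effect; some results filed as inactive read as strong as hits; confirmed hits need IC50 under 10 µM and bright autofluorescent wells are also inconclusive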
# AID2073 = inhibitors of Mint1-CaV2.2 protein interaction, biochemical, HTRF (AID 2073). HTRF protein-protein interaction, Mint1-CaV2.2; higher % means a stronger effect. one-dose inhibition, % at 20 µM; IC50 in µM for titrated hits. hit rate 0.19% among 290,000; in the data active means inhibition mostly above about 51%, no sharp cut-off; inconclusive means no clear call, values can overlap the other calls; inactive means mostly below about 53%; further: some results filed as inactive read as strong as hits
# Large T inhibition = SV40 large T antigen inhibitors, biochemical (AID 1903); inhibition, % at 20 µM; hits with a dose series show IC50 in µM; hit rate 0.39% among 310,000; SV40 large T antigen ATPase/helicase inhibition assay; higher % means a stronger effect; in the data active means a potency from the dose series; inconclusive means inhibition mostly from about 32% at the one dose, without a potency; inactive means the rest, 99 in 100 with inhibition below about 32%; further: strong numbers were not always called active
# NTR1 ag = agonists of NTR1, primary screen, imaging, U2OS cells, beta-arrestin-GFP, high content (AID 493036); P30989; NTR1-U2OS beta-arrestin-GFP spot imaging, agonist mode; activation, % at 20 µM; hit rate 0.17% among 330,000;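 active means activation at or above 40% of the spot to cytoplasm intensity ratio, with at least 20 cells analyzed; inconclusive means wells under 20 cells, flagged as cytotoxic or low count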;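 further: 0% = DMSO without peptide and 100% = 100 nM NTR1 peptide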
# Target sequence (P30989 whole entry, looked up): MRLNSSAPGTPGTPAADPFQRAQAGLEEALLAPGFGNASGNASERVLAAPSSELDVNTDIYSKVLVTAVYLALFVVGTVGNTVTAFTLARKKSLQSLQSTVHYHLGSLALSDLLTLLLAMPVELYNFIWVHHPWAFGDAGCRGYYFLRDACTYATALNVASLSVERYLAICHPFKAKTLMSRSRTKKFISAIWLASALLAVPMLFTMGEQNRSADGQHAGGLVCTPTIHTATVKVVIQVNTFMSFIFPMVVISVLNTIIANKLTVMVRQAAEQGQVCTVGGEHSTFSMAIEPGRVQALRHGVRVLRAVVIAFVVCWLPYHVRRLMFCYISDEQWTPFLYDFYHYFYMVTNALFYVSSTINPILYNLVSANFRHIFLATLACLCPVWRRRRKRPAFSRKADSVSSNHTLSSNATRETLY
# GPR35 arrestin U2OS = GPR35 antagonists blocking zaprinast-driven arrestin recruitment, primary screen, imaging, U2OS, beta-arrestin-GFP, zaprinast agonist (AID 2058); U2OS GPR35 beta-arrestin-GFP translocation imaging, zaprinast antagonism; higher % means a stronger effect; inhibition, % at 10 µM, or IC50 in µM where a hit was titrated; hit rate 0.052% among 290,000;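 active means inhibition of at least 50% with at least 30 cells and total cytoplasm GFP at most 10,000,000; inconclusive means under 30 cells or total GFP of 10,000,000 plus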
# NTR1 ag cell count 20 µM = also measured in NTR1 ag; calls as there; cell count; measured here: cell count, cytotoxicity flag
# Dengue-2 NS5 capping pilot replicate = recorded beside Dengue-2 NS5 capping, whose call it bears; inhibition, %; measured here: pilot screen replicate inhibition
# The depositor's hits bear a star; i = inactive; ? = inconclusive; . = no result given.
SMILES,GPR55 activation,Rac1 GTP hydrolysis,Dengue-2 NS5 capping,Yfh1-off respiration,GPR55 LPI antagonism,AID2073,Large T inhibition,NTR1 ag,NTR1 ag cell count 20 µM,GPR35 arrestin U2OS,others
COc1cc(NC(=O)C2Cc3ccccc3CN2S(C)(=O)=O)cc(OC)c1 (stereo not drawn),-0.2%,.,-3%,.,7%,10%,6%,1.2,87,-2%,
COc1cccc(NS(=O)(=O)c2ccc3c(c2)NC(=O)C(C)C(=O)N3)c1 (stereo not drawn),-0.1%,0%,-3%,.,0%,10%,5%,-2.3,51,-5%,
O=C(CCc1ccccc1)Nc1nnc(-c2ccc3c(c2)CCCC3)o1,-0.1%,-2%,-3%,i,2%,8%,-1%,3.3,87,-1%,
CCOC(=O)c1sc(NC(=O)c2ccco2)nc1-c1ccccc1,-0.1%,3%,-3%,i,10%,18%,19%,1.6,95,3%,
Cc1ccc(N2CN(CCc3ccccc3)CNC2=S)cc1,-0.2%,1%,-5%,i,5%,2%,3%,-0.4,44,-3%,
N#Cc1cccc(NC(=O)C2SC(=Nc3ccccc3)C(C(=O)N3CCOCC3)=C2N)c1 (stereo not drawn),-0.2%,-1%,.,i,3%,-11%,8%,-1.0,98,-8%,
COc1ccc2oc(=O)c(C(=O)Nc3ccccc3O)cc2c1,-0.2%,12%,-4%,i,0%,2%,12%,1.3,49,-1%,
CC(=O)N1CCC(C(=O)NCCOc2cccc(C)c2)CC1,0.2%,-1%,-1%,.,15%,-2%,2%,2.3,61,7%,
COCc1cc(=O)[nH]c(Sc2c(-c3ccccc3)c3ccc(Cl)cc3[nH]c2=O)n1,0.1%,3%,-5%,i,19%,20%,11%,7.1,74,7%,
COC(=O)c1ccc(N)cc1O,-0.1%,3%,-4%,i,8%,0%,-4%,1.2,80,-2%,
CC(C)N1CCN(C2CSCCSC2)CC1CCO (stereo not drawn),0.2%,10%,-4%,i,13%,-7%,20%,-1.3,55,2%,
CCC(C)NCc1ccc(C(=O)OC)o1 (stereo not drawn),0.0%,5%,-7%,i,11%,-8%,6%,-0.9,57,2%,
C=CCn1c(SCc2nc(N)nc(N3CCCCC3)n2)nnc1-c1ccco1,-0.1%,3%,-7%,i,-2%,-5%,1%,1.4,54,6%,
Cc1cc(NS(=O)(=O)c2ccc(NC(=S)NC(=O)c3ccncc3)cc2)no1,-0.1%,7%,-5%,i,-9%,1%,16%,1.9,70,-1%,
COC(=O)C1CCCCN1C(=O)c1ccc2oc(C(C)C)nc2c1 (stereo not drawn),-0.1%,1%,-6%,.,-9%,9%,17%,-0.5,63,2%,
O=[N+]([O-])c1ccccc1S(=O)(=O)N(CC(O)CN1CCCCC1)c1ccccc1 (stereo not drawn),-0.2%,8%,-2%,.,14%,0%,-3%,1.0,47,5%,
CCOC(=O)Cc1cnc(NC(=O)NC(C(=O)OCC)(c2ccccc2)C(F)(F)F)s1 (stereo not drawn),-0.2%,-5%,-14%,i,12%,-1%,2%,-0.9,70,10%,
COc1ccc(C(C)NC(=O)c2ccc(Cl)cc2)cc1OC (stereo not drawn),-0.2%,2%,-3%,i,11%,3%,6%,-0.3,58,-4%,
O=C(Cn1ncn2c(cc3ccccc32)c1=O)NCc1ccco1,0.0%,10%,13%,i,9%,8%,9%,-0.2,50,-8%,
C=C1CCC(O)C2(C)CCC3C(C)C(=O)OC3C12O (stereo not drawn),0.0%,9%,-12%,.,12%,6%,1%,0.2,53,15%,
COc1ccc(NC(=O)CN(c2ccccc2F)S(=O)(=O)c2ccc(C)cc2)c(OC)c1,0.4%,12%,-8%,.,-3%,-7%,-2%,2.2,65,-2%,
Cc1cc(C)n(CC(=O)N2CCCC(N3CCN(c4cccc(C(F)(F)F)c4)CC3)C2)n1 (stereo not drawn),-0.1%,7%,1%,.,-4%,3%,16%,-1.1,47,9%,
COc1ccccc1CC(=O)Nc1nc(-c2ccc(F)c(F)c2)cs1,-0.2%,4%,-4%,.,8%,9%,7%,0.2,41,-7%,
Cn1c(=O)c2c(nc(Br)n2CC(=O)C23CC4CC(CC(C4)C2)C3)n(C)c1=O,-0.1%,4%,-1%,i,4%,11%,-2%,8.6,75,-8%,Dengue-2 NS5 capping pilot replicate=-1.5
CSc1nsc(SCC(=O)Nc2nc3ccc(C)cc3s2)n1,-0.1%,5%,2%,i,1%,4%,5%,0.6,72,6%,
O=C(NCCCN1CCN(CCCNC(=O)c2cccc([N+](=O)[O-])c2)CC1)c1cccc([N+](=O)[O-])c1,0.8%,6%,-3%,i,8%,-2%,27%,1.8,72,7%,
CCn1cc(S(=O)(=O)Nc2cc(F)ccc2C)cn1,-0.1%,-1%,-3%,i,-4%,-1%,10%,-0.2,39,12%,
Cc1ccc(C)c(Cn2nnc(C(=O)Nc3ccc4c(c3)OCCO4)c2N)c1,.,3%,-8%,.,.,.,10%,4.3,79,.,
O=C(Nc1nnc(C2CC2)o1)c1ccc(S(=O)(=O)N2CCCc3ccccc32)cc1,-0.2%,4%,1%,.,7%,-3%,18%,-0.3,101,11%,
C/C(=C\C(=O)c1ccc(Br)cc1)NNC(=O)c1ccc(O)cc1,-0.2%,2%,2%,.,17%,4%,9%,-0.3,52,14%,
COc1cccc(-c2cc(C(=O)NCCCn3ccnc3)c3ccccc3n2)c1,?,5%,-4%,i,12%,-2%,9%,-0.9,73,-1%,
CCN1CCN(c2ccc(S(=O)(=O)N3CCCCC3)cc2NC(=O)COc2ccccc2)CC1,.,6%,0%,.,.,.,8%,-0.3,74,.,
COC(=O)CSc1nnc(CNC(=O)c2ccccc2OC)n1-c1ccc(OC)cc1,0.0%,10%,7%,i,-1%,-1%,9%,-0.2,75,-13%,
CC(=O)c1ccc(-c2nnc(CCC(=O)N3CCCC(C(=O)CC(C)C)C3)o2)s1 (stereo not drawn),-0.1%,9%,-10%,.,-26%,-5%,10%,1.7,61,7%,
Nc1ncc(-c2ccccc2)c(-c2ccc(OCc3ccccc3)cc2O)n1,0.6%,1%,-6%,i,8%,15%,7%,29,65,-8%,
Cc1ccc2c(c1)c1c(n2CC(O)Cn2nc(C)c(Br)c2C)C(=O)CCC1 (stereo not drawn),-0.1%,-3%,-2%,i,14%,12%,9%,3.9,54,-3%,
Fc1ccc(NC2=NCCCCC2)cc1,0.6%,0%,-2%,i,-1%,5%,4%,1.1,49,2%,
Cc1cnc([N+](=O)[O-])n1CCOC(=O)c1cccc(F)c1,-0.1%,5%,-6%,.,-5%,6%,13%,-1.7,82,8%,
CN1CCN(c2ccccc2NC(=O)c2ccc(Br)o2)CC1,-0.1%,9%,-6%,i,-10%,2%,3%,2.6,56,9%,
O=C1c2ccccc2C(=O)N1CCOc1ccccc1,.,11%,-4%,i,.,.,.,0.2,56,.,
CC1(OC(=O)c2cccs2)C(=O)C=C2C=C(C3CC3)OC=C2C1=O (stereo not drawn),.,6%,27%,i,.,.,15%,-1.2,96,.,
COc1cccc(C(=O)Nc2ccccc2C(=O)NC2CC2)c1,-0.2%,-4%,-1%,.,-3%,-4%,0%,2.1,50,-3%,
O=C(CN1CCCN(Cc2ccc(F)cc2)S1(=O)=O)NC1CCCC1,-0.1%,11%,-8%,.,5%,3%,2%,-0.9,47,25%,
Cc1ccc(C)c(NC(=O)NNC(=O)c2ccc3ccccc3c2O)c1,-0.1%,1%,-5%,.,1%,13%,9%,0.0,65,2%,
COc1cccc(CC(=O)Nc2ccc(-c3csc(C)n3)cc2)c1,-0.2%,13%,-9%,i,8%,10%,8%,1.2,54,-9%,
CCCCOC(=O)c1ccc(NC(=O)C(=O)NCCN(CC)CC)cc1,0.0%,8%,2%,i,1%,-5%,9%,-0.4,47,3%,
Nc1nnc(SCC(=O)N2CCCCC2)s1,0.2%,11%,-2%,.,-4%,-4%,-7%,0.6,54,1%,
COc1ccc(C(=O)N/C(=C\c2ccco2)C(=O)NCCCn2ccnc2)cc1,-0.5%,8%,-1%,i,-9%,-7%,6%,1.1,63,3%,
Cn1c(SCC(=O)NCc2ccc3c(c2)OCO3)ncc(C(=O)Nc2ccc(F)cc2)c1=O,.,-1%,-4%,.,.,.,10%,24,70,.,
Cc1nc2ccccc2nc(=O)c1NNc1ccccc1,0.2%,10%,-7%,i,-4%,-5%,15%,.,.,-3%,

# The closing four compounds of the part above are carried over, then new ones follow:
SMILES,GPR55 activation,Rac1 GTP hydrolysis,Dengue-2 NS5 capping,Yfh1-off respiration,GPR55 LPI antagonism,AID2073,Large T inhibition,NTR1 ag,NTR1 ag cell count 20 µM,GPR35 arrestin U2OS,others
Nc1nnc(SCC(=O)N2CCCCC2)s1,0.2%,11%,-2%,.,-4%,-4%,-7%,0.6,54,1%,
COc1ccc(C(=O)N/C(=C\c2ccco2)C(=O)NCCCn2ccnc2)cc1,-0.5%,8%,-1%,i,-9%,-7%,6%,1.1,63,3%,
Cn1c(SCC(=O)NCc2ccc3c(c2)OCO3)ncc(C(=O)Nc2ccc(F)cc2)c1=O,.,-1%,-4%,.,.,.,10%,24,70,.,
Cc1nc2ccccc2nc(=O)c1NNc1ccccc1,0.2%,10%,-7%,i,-4%,-5%,15%,.,.,-3%,
CCCCC(c1nnnn1CCOC)N1CCN(c2cccc(OC)c2)CC1 (stereo not drawn),0.1%,8%,-10%,i,11%,-12%,18%,.,.,-2%,
COc1ccc(/C=C(/NC(=O)c2ccc(OC)c(OC)c2)C(=O)NCCCn2ccnc2)cc1,0.4%,9%,-9%,.,18%,9%,21%,-1.5,39,6%,
Cc1ccc(N2CC(C(=O)Nc3nnc(SCC(N)=O)s3)CC2=O)cc1C (stereo not drawn),-0.2%,1%,2%,.,-6%,4%,16%,1.4,43,-4%,
Cc1ccc(NCc2nnc(SCC(=O)N3CCCc4ccccc43)o2)c(C)c1,0.3%,3%,-4%,i,0%,-1%,3%,-2.1,88,-1%,
